Assay outcomes: PubChem BioAssay, National Center for Advancing Translational Sciences (NCATS)
GPT2 inhibitor = inhibitors of human GPT2 alanine aminotransferase. hit rate 0.25% among 100,000. Potency, µM (top dose mostly 57.7 µM), without a hit: top-dose activity change, negative = inhibition, hits mostly inhibitors. AID 1671188. Q8TD30. Recombinant GPT2, coupled pyruvate oxidase/HRP Amplex Red fluorescence; also: potency is read from the fitted curve at half-maximal effect; nearly all actives have a fitted effect of over 60% in size; many of its hits are not listed in these tables
Target sequence (Q8TD30 whole entry, looked up): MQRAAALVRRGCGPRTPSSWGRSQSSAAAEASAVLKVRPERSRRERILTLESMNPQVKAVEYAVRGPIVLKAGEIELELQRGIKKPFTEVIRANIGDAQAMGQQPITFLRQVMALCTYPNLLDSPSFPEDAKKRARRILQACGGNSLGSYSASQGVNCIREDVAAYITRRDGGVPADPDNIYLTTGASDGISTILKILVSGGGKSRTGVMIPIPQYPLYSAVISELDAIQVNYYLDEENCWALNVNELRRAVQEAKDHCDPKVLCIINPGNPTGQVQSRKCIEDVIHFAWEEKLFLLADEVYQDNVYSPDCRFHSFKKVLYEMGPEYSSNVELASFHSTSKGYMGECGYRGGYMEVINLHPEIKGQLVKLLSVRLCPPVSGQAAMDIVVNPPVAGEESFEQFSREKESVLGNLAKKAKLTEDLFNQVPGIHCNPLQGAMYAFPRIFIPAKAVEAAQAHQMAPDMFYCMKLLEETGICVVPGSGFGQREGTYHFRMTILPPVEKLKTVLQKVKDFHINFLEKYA
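Fluorescence of coupled pyruvate oxidase/HRP/Amplex Red system (50uM Amplex, 30 min, dark) reports pyruvate formed by GPT2. Enzyme reaction: 10ng/uL GPT2, 2mM L-alanine, 250uM a-KG, 30 min room temperature, pH 7.5; 50uM AOA control.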
Luciferase inh = Photinus pyralis luciferase inhibition. hit rate 2.5% among 76,000. purified P. pyralis luciferase, luminescence, biochemical. Potency, µM (titrated, usually from 115 µM), without a hit: at the highest dose activity change, negative = inhibition, actives largely listed as inhibitors; also: potency is read from the fitted curve at half-maximal effect; nearly all actives have a fitted effect of over 65% in size
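Inhibitors were tested against purified firefly luciferase in a biochemical, low-substrate format (both substrates at 10uM) and luminescence measured with a CCD imager.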
HEK293 tox = HEK 293 cell cytotoxicity; HEK 293 viability, ATP luminescence (CellTiter-Glo), 48-72 h; Potency, µM (titrated, usually from 115 µM), for inactives: top-dose activity change, negative = cytotoxicity, actives largely listed as inhibitors; hit rate 6.6% among 94,000; AID 1345083; also: potency is read from the fitted curve at half-maximal effect; nearly all actives have a fitted effect of over 60% in size
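HEK 293 cells seeded at 250 cells/well were exposed to compound for 48 or 72 hr at 37 degree Celsius. Viability taken as ATP content by CellTiter-Glo luminescence.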
SNCA expr inh = inhibitors of alpha-synuclein (SNCA) gene expression; HEK-293 SNCA-luciferase knock-in, luminescence, 24 h; Potency, µM (doses to about 57.2 µM), for inactives: at the highest dose activity change, negative = inhibition, actives largely listed as inhibitors; hit rate 0.17% among 140,000; AID 1671194;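 also: potency is read from the fitted curve at half-maximal effect; plate controls were DMSO cells for no effect and cell-free wells for full effect; nearly all actives have a fitted effect of over 45% in size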
SNCA viab count = cell viability loss counter-screen; Potency, µM (doses to about 57.1 µM), inactives show at the top dose activity change, negative = cytotoxicity, usual class: cytotoxic; hit rate 0.12% among 150,000; HEK-293-SNCA-luc viability, GF-AFC fluorescence, 24 h;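 also: potency is read from the fitted curve at half-maximal effect; 0% = DMSO-treated cells and -100% = medium-only wells without cells; nearly all actives have a fitted effect of over 30% in size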
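HEK-293-SNCA-luc cells (1500/well) plated 24 h, then exposed 24 h to a dilution series; GF-AFC added 30 min at 37C, fluorescence 405/540 nm; normalised to medium-only and DMSO wells, Hill fit.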
IP6K1 inh = blocks human inositol hexakisphosphate kinase 1. IP6K1 kinase, ADP-Glo luminescence, 2 h; active compounds read low. activity change, % (series mostly up to about 58 µM). hit rate 0.81% among 140,000. AID 1645851; in the data active = activity change below about -25%
Target sequence (Q92551 whole entry, looked up): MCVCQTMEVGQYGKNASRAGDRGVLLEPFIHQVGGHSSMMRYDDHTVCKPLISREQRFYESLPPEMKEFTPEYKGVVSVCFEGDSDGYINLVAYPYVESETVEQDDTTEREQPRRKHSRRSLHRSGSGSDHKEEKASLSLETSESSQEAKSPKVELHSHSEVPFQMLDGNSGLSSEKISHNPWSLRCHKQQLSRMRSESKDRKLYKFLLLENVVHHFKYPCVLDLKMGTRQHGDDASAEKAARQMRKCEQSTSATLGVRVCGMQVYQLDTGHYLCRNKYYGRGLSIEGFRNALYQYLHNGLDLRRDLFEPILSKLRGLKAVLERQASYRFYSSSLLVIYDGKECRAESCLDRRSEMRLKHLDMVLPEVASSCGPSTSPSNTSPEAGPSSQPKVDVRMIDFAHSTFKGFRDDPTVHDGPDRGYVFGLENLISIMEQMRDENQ
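ADP-Glo luminescence measures ADP made by human IP6K1 during a 2 h RT reaction with ATP/IP6 (mix at 1.3 mM/130 uM); top library doses 57.5 and 19.1 uM final.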
NIH3T3 tox = kills NIH 3T3 cells. NIH 3T3 viability, CellTiter-Glo ATP luminescence, 48-72 h. hit rate 4.3% among 94,000. Potency, µM (top dose mostly 96.7 µM), without a hit: top-dose activity change, negative = cytotoxicity, most hits filed as inhibitors. AID 1345082; also: potency is read from the fitted curve at half-maximal effect; nearly all actives have a fitted effect of over 55% in size
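Luminescent ATP readout (CellTiter-Glo, 10 min RT) after 48 or 72 hr compound exposure of NIH 3T3 cells seeded at 400 cells/well in 1536-well format; quantitative HTS.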
* = called active by the depositor; i = inactive; ? = inconclusive; . = no result given; [ ] = dose if it differs, or a comment. Unless noted, calls follow the shape of the dose curve; as a rule, active = well fitted curve in the direction sought with a large enough effect; inconclusive = small, poorly fitted or top-dose-only effect, or another doubt; inactive = no such curve, though single readings can be large; an effect the other way counts as inactive or inconclusive. Unless noted, % is scaled to controls: 0 for no effect and ±100 for the full control effect. An excerpt, so the mix of outcomes need not match the whole.

cpd	molecule	GPT2 inhibitor	Luciferase inh	HEK293 tox	SNCA expr inh
1	COc1cccc(C(=O)N2CCC(N3C[C@H](O)C[C@H]3C(=O)N3CCN(C(C)C)CC3)CC2)c1	i	4%	0%	-4%
2	CC(C)Cc1ccc(S(=O)(=O)N2CCN(Cc3noc(CCC(=O)N4CCCCC4)n3)CC2)cc1	.	.	.	28%
3	CCc1nc2ccc(C(=O)N3CCN(c4cccc(C)c4C)CC3)cc2nc1CC	.	.	.	4%
4	Fc1ccc(-c2ccnc3ncnn23)cc1	i	-3%	-1%	-17%
5	O=C(N[C@@H]1CCOC[C@H]1Oc1ccccn1)c1ccc(N2CCCC2=O)cc1	i[11.5 µM]	-15%	-17%	-12%
6	CCOc1ccccc1NC(=O)c1sc2nc3n(c(=O)c2c1C)CCCCC3	.	.	.	6%
7	CCN(Cc1ccccc1)C(=O)CC1CCCN(c2cnn(C)c(=O)c2)C1 (configuration not stated)	3%	11%	7%	-6%
8	Cc1cccn2c(=O)c3cc(C#N)c(=O)n(-c4nnc(SCc5ccccc5F)s4)c3nc12	.	.	.	-14%
9	Cc1cccc(C)c1NC(=O)Cn1c(=O)n(Cc2ccccc2Cl)c(=O)c2cccnc21	.	.	.	11%
10	CC(C)N(Cc1ccccc1)S(=O)(=O)c1ccc(N2CCCCS2(=O)=O)cc1	.	.	.	-20%

cpd	SNCA viab count	IP6K1 inh	NIH3T3 tox
1	1%	39	-14%
2	-4%	19	.
3	-17%	-22	.
4	-7%	9	i
5	-1%	-24	-32%
6	-5%	1	.
7	-13%	3	-11%
8	?	2	.
9	4%	13	.
10	1%	-4	.

The results go on:
cpd	molecule	GPT2 inhibitor	Luciferase inh	HEK293 tox	SNCA expr inh
11	CN1CCC(N2CCN(C(=O)CCC3CCCCC3)CC2)C1=O (configuration not stated)	i	2%	?	-26%
12	O=C(Cn1ccn(-c2ccc(F)c(F)c2)c(=O)c1=O)NCc1ccccc1	.	.	.	-5%
13	Cc1ccc(C)c(N2CCN(C(=O)Cn3c(-c4cccs4)cc4ccccc43)CC2)c1	.	.	.	2%
14	COc1ccc(-c2nc3scc(CCNS(=O)(=O)c4c(C)cc(C)cc4C)n3n2)cc1OC	.	.	.	-1%
15	C#CCNC(=O)[C@@H]1Cc2cn(Cc3nccn3C)c3cccc(c23)[C@H](CC(C)C)N1	?	8%[172 µM]	?	?
16	CCc1cnc(C)nc1N1CCCn2nc(CCC(=O)NC3CC3)cc2C1	1%	17%	-9%	40%[activator]
17	O=C(NCc1nnc2ccc(-c3ccccc3)nn12)c1ccc(F)cc1Cl	-5%	4%	?	1%
18	COCc1nnc(C2CC3(CCN(C(=O)c4ccnn4C)CC3)CN2C)o1 (configuration not stated)	0%	.	-5%	-5%
19	COc1ccc(CN2CC3(CCN(C(=O)Cc4c[nH]c5ccccc45)CC3)C2=O)cc1	i	8%	?	-29%
20	CCOC(=O)c1c(C)[nH]c(C)c1S(=O)(=O)N(C)CC(=O)Nc1cccc(C(F)(F)F)c1	.	.	.	-18%

cpd	SNCA viab count	IP6K1 inh	NIH3T3 tox
11	-2%	15	-20%
12	3%	15	.
13	3%	-2	.
14	?	2	.
15	-11%[87.6 µM]	-5	?
16	-2%	10	-10%
17	-12%	-5	-18%
18	6%	-6	i
19	-12%	9	-25%
20	0%	-3	.

Continued.
cpd	molecule	GPT2 inhibitor	Luciferase inh	HEK293 tox	SNCA expr inh
21	COCCNC(=O)C(C)[C@@H]1CCc2c(C)cc(OC)c(C)c2C1 (some centres not stated)	1%[88.5 µM]	0%[172 µM]	?	-1%[87.6 µM]
22	COCc1cn(C[C@H]2C[C@@H](NC(C)=O)[C@H](O)[C@@H]2O)nn1	-13%[88.5 µM]	3%[230 µM]	-3%[230 µM]	-9%[87.6 µM]
23	Cc1ccc(S(=O)(=O)NCCc2cn3c(C)csc3n2)cc1	.	.	.	?
24	Cc1cccc(OCC(=O)N2CCC[C@H]2c2nc(-c3ccc(F)cc3)n[nH]2)c1	i	.	?	?
25	O=S(=O)(CCN1CCCn2nc(CO)cc2C1)c1ccccc1	i	0%	-3%	1%
26	COc1ccccc1CNC(=O)c1ccccc1NC(=O)c1nsc2ccccc12	.	.	.	35%[activator]
27	CCN(c1ccc(OC)cc1)S(=O)(=O)c1nnc(NC(=O)c2ccccc2C)s1	.	.	.	16%
28	Cc1nn(-c2ccccc2)c2c1C(C(C)C)N(C1CCCN(C(=O)c3ccc(C(F)(F)F)cc3)C1)C2=O (configuration not stated)	.	.	?	.
29	Cc1nc(CCC(=O)NCc2ccc3[nH]c(-c4ccccc4F)c(C)c3c2)n[nH]1	i	16µM*	?	114%[activator]
30	CC(C)(OC1OC(CO)C(O)C(O)C1O)C1CCC(O)(CO)C2CC(O)C(C)(O)C2C1 (configuration not stated)	0%[27.3 µM]	.	.	.

cpd	SNCA viab count	IP6K1 inh	NIH3T3 tox
21	-1%[87.6 µM]	-2	-6%[174 µM]
22	-1%[87.6 µM]	-3	-2%[174 µM]
23	16%	47	.
24	?	4	?
25	8%	2	-6%
26	0%	10	.
27	13%	-21	.
28	.	-3	?
29	-6%	18	?
30	-23%[23.9 µM]	6	.

Next section
cpd	molecule	GPT2 inhibitor	Luciferase inh	HEK293 tox	SNCA expr inh
31	COCCCNC(=O)CN1C(=O)COc2ccc(C(=O)COc3ccc(OC)cc3)cc21	5%	-11%	-11%	?
32	COc1ccccc1C1NC(=O)N(CCC(C)C)C2=C1C(=O)OC2 (configuration not stated)	i	2%	-7%	?
33	O=C(Cn1c(-c2cccs2)cc2cc(F)ccc21)N1CCCCC1	.	.	.	11%
34	O=C1CCNCCCC(C(=O)NCc2ccccc2)CCN1 (configuration not stated)	i	-5%	-10%	23%
35	O=C(NCCc1cnc[nH]1)C1CCN(C2CCCCC2)CC1	-10%	7%	-18%	-11%
36	O=C(Nc1ccc(Cl)cc1)N1CCn2c(nnc2C2CC2)C1	i	-5%[172 µM]	i	2%[87.6 µM]
37	COc1ccccc1C1C(C(=O)Nc2ccccc2)=C(C)Nc2nc(-c3ccccc3)nn21 (configuration not stated)	.	.	.	17%
38	Cc1ccc(C(=O)N2CCc3nc(C)nc(-c4ccc(O)cc4)c3C2)cc1	-8%	3%	-28%	-12%
39	CNCCN1C(=O)CC[C@H]2CN(C(=O)Cc3cccs3)CC[C@H]21	-1%	-12%	-12%	8%
40	O=C(NCc1ccc2c(c1)CCN2C(=O)c1ccncc1)c1cccc(F)c1	.	.	.	-4%

cpd	SNCA viab count	IP6K1 inh	NIH3T3 tox
31	-25%	-9	-15%
32	9%	-5	-3%
33	?	-12	.
34	4%	16	-24%
35	-5%	24	-4%
36	4%[87.6 µM]	0	-21%[138 µM]
37	-16%	-8	.
38	-1%	2	-27%
39	7%	13	-26%
40	6%	9	.

Carrying on:
cpd	molecule	GPT2 inhibitor	Luciferase inh	HEK293 tox	SNCA expr inh
41	CC(C)c1ccc(OCC(=O)Nc2cc(-c3nc4ncccc4o3)ccc2Cl)cc1	.	.	.	18%
42	COc1cccc(-c2ccc(NC(=O)C3CCCN3C(=O)CNC(C)=O)cc2)c1 (configuration not stated)	-1%	-21%	?	73%[activator]
43	O=C(Cc1cccc(Cl)c1)N1CCCC(C(=O)N2CCC(N3CCOCC3=O)CC2)C1 (configuration not stated)	i	.	0%	?
44	COc1ccc(C(=O)NCC2CCCCC(=O)N2)cc1 (configuration not stated)	i	0%	i	24%
45	Cc1ccc(C(=O)NC2CCN(Cc3ccc(-c4ccsc4)cc3)C2)cc1 (configuration not stated)	2%	.	-15%	-9%
46	CC(=O)Nc1ccc(C)cc1S(=O)(=O)NCCn1c(C)cnc1C1CCC1	-4%	-2%	i	?
47	Cc1ccc(CN2CCC3(CC2)CN(c2ncccn2)CC3CO)cc1C (configuration not stated)	-5%	0%	-15%	5%
48	Cc1ccc(S(=O)(=O)Nc2ccc3nc(-c4ccc(F)cc4)oc3c2)cc1	.	.	.	?
49	CC(=O)N[C@H]1CC[C@]2(C)CC[C@@H](C(C)C(=O)NC3CCCC3)[C@H](O)[C@H]2[C@@H]1C (some centres not stated)	-4%[88.5 µM]	1%[172 µM]	i	12%[87.6 µM]
50	O=C1CCCCC(CNC(=O)c2ccccc2)N1 (configuration not stated)	i	8%	i	-29%

cpd	SNCA viab count	IP6K1 inh	NIH3T3 tox
41	-8%	2	.
42	3%	8	-29%
43	13%	22	-8%
44	3%	15	4%
45	11%	-1	-14%
46	-5%	-5	i
47	5%	6	0%
48	14%	35	.
49	-12%[87.6 µM]	-7	-26%[174 µM]
50	7%	-22	?

Later entries.
cpd	molecule	GPT2 inhibitor	Luciferase inh	HEK293 tox	SNCA expr inh
51	C[C@@H]1CN(C(=O)NCc2ccco2)C[C@H]1c1nc(-c2ccncc2)no1	-8%	6%	-2%	16%
52	CCS(=O)(=O)Nc1ccc(C2(C(=O)NCc3cccnc3)CCCCC2)cc1	i	-3%	-2%	?
53	CCOc1ccc(CCNC(=O)C2COc3ccccc3C2)cc1OCC (configuration not stated)	.	.	.	34%[activator]
54	COc1ccccc1C(=O)NC1CCCN(c2ccc3nnc(C)n3n2)C1 (configuration not stated)	.	.	?	.
55	CCN1C(=O)CCC2(C(=O)NCc3cccc(C(F)(F)F)c3)CCCC=C12 (configuration not stated)	-4%	.	-1%	14%
56	Cc1ccc(CN2CCC(Oc3ccc4ccccc4c3)(C(=O)O)CC2)o1	i	0%	-1%	31%[activator]
57	Cc1cc(NC(=O)c2ccccc2F)ccc1-c1nc2ccccc2s1	.	.	.	109%[activator]
58	O=S(=O)(c1ccc(Cl)cc1)c1nc(-c2ccccc2Br)oc1NCc1ccccc1	.	.	.	?
59	Cc1nc(NC(=O)C2CC(=O)N(c3n[nH]c4cccc(F)c34)C2)sc1C (configuration not stated)	1%	-13%	?	52%[activator]
60	Cn1cnc([S+](=O)([O-])N2CC(COc3ccccc3)C3(CN(c4ccccc4)C3)C2)c1 (configuration not stated)	?	-10%[172 µM]	?	-19%[87.6 µM]

cpd	SNCA viab count	IP6K1 inh	NIH3T3 tox
51	9%	-3	-9%
52	-1%	19	-1%
53	14%	15	.
54	.	5	?
55	3%	9	-27%
56	6%	1	0%
57	-2%	-22	.
58	9%	39	.
59	-7%	3	-9%
60	0%[87.6 µM]	1	-24%[138 µM]

Three compounds from above, ordered by formula weight, ascending.
cpd	molecule	GPT2 inhibitor	Luciferase inh	HEK293 tox	SNCA expr inh
56	Cc1ccc(CN2CCC(Oc3ccc4ccccc4c3)(C(=O)O)CC2)o1	i	0%	-1%	31%[activator]
45	Cc1ccc(C(=O)NC2CCN(Cc3ccc(-c4ccsc4)cc3)C2)cc1 (configuration not stated)	2%	.	-15%	-9%
46	CC(=O)Nc1ccc(C)cc1S(=O)(=O)NCCn1c(C)cnc1C1CCC1	-4%	-2%	i	?

cpd	SNCA viab count	IP6K1 inh	NIH3T3 tox
56	6%	1	0%
45	11%	-1	-14%
46	-5%	-5	i
